High-throughput results deposited in PubChem by Sanford-Burnham Center for Chemical Genomics.
CXCR6 inh = inhibitors of human CXCR6 receptor | CHO-K1 PathHunter CXCR6 beta-arrestin, luminescence | O00574 | 0.36% of 360,000 active | inhibition, % at 20 µM; in the data active = inhibition above about 34%, passing the limit was not always enough;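 also: antagonist mode with CXCL16 agonist at 10 nM final; 0% = 10 nM CXCL16 with DMSO and 100% = unstimulated wells without agonist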
EBI2 block = blocks human EBI2 receptor beta-arrestin signaling | P32249 | EBI2 beta-arrestin recruitment, luminescence, 7a,25-OHC stimulated | inhibition, % at 5 µM | 0.81% of 360,000 active | AID 651636; in the data active = inhibition above about 38%;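 also: enzyme fragment complementation signal reports receptor beta-arrestin coupling in cells; 0% = agonist plus DMSO wells and 100% = wells without agonist; some results beyond the cut were filed as inactive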
XBP1 UPR activ = adaptive UPR (XBP1) activation; CHO-XBP1 luciferase reporter, IRE1-XBP1 UPR activation, luminescence; percent of tunicamycin response, DMSO as zero; activation, % at 20 µM; 0.33% of 330,000 active;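 active = versus positive control, 20 µM dose yields 30% or more activation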;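 also: 100% = tunicamycin at 10 µg/mL and 0% = DMSO only wells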
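Signal: luciferase luminescence; Assay system: CHO-XBP1 luciferase reporter cells; Amount: one thousand reporter cells per well; Dosing: 20 µM single concentration, DMSO 1%; Benchmarks: high control tunicamycin 10 µg/mL final, low control DMSO vehicle only; Schedule: 6 h compound exposure at 37 °C, 5% CO2; Evaluation: percent activation relative to tunicamycin reference.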
CHOP UPR activ = apoptotic UPR (CHOP) activation | activation, % at 10 µM | 0.34% of 330,000 active | CHO-CHOP luciferase reporter, luminescence; percent of tunicamycin response over DMSO baseline;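 active = at 10 µM dose, activation of 40% or more, normalized to positive control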;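 also: 100% = tunicamycin at 10 µg/mL and 0% = DMSO alone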
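Test system: CHO CHOP reporter cells. Input: 500 CHO-CHOP cells per well. Medium: F12 with 10% FBS. Technique: luciferase luminescence. Measure: percent activation relative to tunicamycin control. Dosing: 10 µM compound, 0.5% DMSO. Timing: 16-18 h cell attachment, then 6 h compound exposure, 37 °C.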
Jurkat NFkB inh = lowers PMA/ionomycin-induced NF-kB signal in Jurkat cells | PMA/ionomycin-induced NF-kB luciferase reporter, luminescence | inhibition, % at 4 µM | 0.53% of 330,000 active; in the data active = inhibition above about 50%
Mdm2-MdmX inh = inhibitors of human Mdm2/MdmX interaction; inhibition, % at 8 µM; O15151+Q00987; 3% of 330,000 active; SaOS-2 split-luciferase Mdm2/MdmX complementation, luminescence;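 active = inhibition of at least 50% at 8 µM in the primary screen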
Target sequence (O15151 whole entry, looked up): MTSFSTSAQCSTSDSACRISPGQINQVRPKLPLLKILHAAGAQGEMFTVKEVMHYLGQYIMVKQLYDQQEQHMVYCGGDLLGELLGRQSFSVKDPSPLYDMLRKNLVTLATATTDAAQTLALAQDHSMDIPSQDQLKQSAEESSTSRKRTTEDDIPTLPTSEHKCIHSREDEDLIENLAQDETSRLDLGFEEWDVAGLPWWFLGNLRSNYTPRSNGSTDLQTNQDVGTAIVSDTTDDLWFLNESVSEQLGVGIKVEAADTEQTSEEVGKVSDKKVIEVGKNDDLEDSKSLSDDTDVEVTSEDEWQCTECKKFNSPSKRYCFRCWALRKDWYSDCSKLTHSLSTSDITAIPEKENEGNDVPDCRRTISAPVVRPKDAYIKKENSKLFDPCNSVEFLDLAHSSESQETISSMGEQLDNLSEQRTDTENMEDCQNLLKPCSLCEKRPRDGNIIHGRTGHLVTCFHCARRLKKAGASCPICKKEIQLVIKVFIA
Target sequence (Q00987 whole entry, looked up): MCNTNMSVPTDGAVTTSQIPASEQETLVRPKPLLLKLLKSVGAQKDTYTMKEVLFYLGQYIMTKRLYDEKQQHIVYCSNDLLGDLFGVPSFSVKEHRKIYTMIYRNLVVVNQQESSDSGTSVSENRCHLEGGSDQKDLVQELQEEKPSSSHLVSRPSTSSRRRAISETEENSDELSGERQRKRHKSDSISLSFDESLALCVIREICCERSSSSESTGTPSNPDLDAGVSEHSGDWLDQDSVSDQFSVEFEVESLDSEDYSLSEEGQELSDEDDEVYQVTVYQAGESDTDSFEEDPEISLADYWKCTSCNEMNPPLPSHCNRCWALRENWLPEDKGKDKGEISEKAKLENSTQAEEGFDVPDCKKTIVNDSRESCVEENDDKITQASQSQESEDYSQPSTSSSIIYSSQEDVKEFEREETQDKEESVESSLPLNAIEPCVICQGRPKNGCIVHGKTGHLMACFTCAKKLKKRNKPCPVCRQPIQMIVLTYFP
Gli-Sufu antag = blocks Gli-Sufu signaling in a luciferase reporter; Sufu-KO-LIGHT fibroblasts, Gli luciferase reporter luminescence; inhibition, % at 5 µM; 0.74% of 340,000 active; AID 588413;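 active = inhibition above about 55%, limit read from the data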;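 also: 0% = DMSO-treated cells and 100% = wells with medium but no cells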
697 NFkB inh = inhibitors of the PMA/ionomycin-induced NF-kB reporter in 697 B cells. AID 435022. 697 B-cell NF-kB luciferase reporter, 16 h. 0.33% of 330,000 active. inhibition, % at 4 µM; in the data active = inhibition above about 35%
CCR6 antag = antagonists of human CCR6 receptor; 0.49% of 340,000 active; inhibition, % at 20 µM; P51684; CHO-K1 CCR6 PathHunter beta-arrestin, luminescence, CCL20-stimulated;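 active = compounds whose inhibition of the agonist-driven luminescence signal at 20 µM reaches about 50%, limit read from the data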;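 also: cells stimulated with CCL20 at 14 nM final; plate controls were DMSO with CCL20 for no effect and DMSO without agonist for full effect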
* hit, by the source's call; . = not tested or not shown.

Short keys: A = CXCR6 inh; B = EBI2 block; C = XBP1 UPR activ; D = CHOP UPR activ; E = Jurkat NFkB inh; F = Mdm2-MdmX inh; G = Gli-Sufu antag; H = 697 NFkB inh; I = CCR6 antag
> S=C1NC(C23CC4CC(CC(C4)C2)C3)=CC(c2ccc3c(c2)OCO3)N1 (configuration not stated)
  A: 13; B: 17; C: 2; D: 0.3; E: -7; F: -10; G: 6; H: -22; I: 16
> COc1cccc(NC(=O)Cc2cn(C)c3ccccc23)c1
  A: 4; B: 6; C: -3; D: 1.7; E: -13; F: 16; G: -2; H: -5; I: 10
> O=C(NCCN1C(=O)S/C(=C\c2ccc(OC(F)F)cc2)C1=O)[C@@H]1CCCN1C(=O)c1cccs1
  A: 13; B: 10; C: -3; D: -1.3; E: -6; F: 23; G: 3; H: -30; I: 23
> Cc1ccc(-c2ccc(CCC(=O)O)n2-c2cccc(O)c2)cc1
  A: -6; B: -3; C: 0; D: 2.5; E: -45; F: -111; G: -5; H: 7; I: 14
> Fc1ccccc1NC(=S)Nc1cccnc1
  A: 4; B: -13; C: -1; D: 0.5; E: -9; F: 26; G: -4; H: 1; I: 12
> O=C(CN1CCN(Cc2ccccc2)CC1)N/N=C/c1cccnc1
  A: 2; B: -5; C: 0; D: -1.3; E: -14; F: 25; G: -3; H: 12; I: 8
> Cc1ccc(S(=O)(=O)/C(C#N)=C/c2c(N3CC(C)OC(C)C3)nc3ccccn3c2=O)cc1 (configuration not stated)
  A: 12; B: 2; C: -4; D: -2.9; E: -14; F: 14; G: 11; H: 7; I: 25
> CC(OC(=O)c1ccccn1)C(=O)Nc1ccc(C(F)(F)F)cc1 (configuration not stated)
  A: -7; B: 2; C: 0; D: 0.0; E: -9; F: -4; G: -2; H: -38; I: 10
> CS(=O)(=O)Nc1nc2n(n1)C(c1ccc(F)cc1)CC(c1ccccc1)N2 (configuration not stated)
  A: 1; B: -4; C: -2; D: 2.2; E: -1; F: 23; G: 1; H: 2; I: 9
> C=CCOc1c(Br)cc(/C=N\n2nnnc2N)cc1OC
  A: 3; B: -5; C: 1; D: 1.7; E: 0; F: 28; G: 2; H: -2; I: 10
> O/N=C/c1ccc(OCC(O)COc2ccc(/C=N/O)cc2)cc1
  A: -1; B: 16; C: 2; D: -3.8; E: -8; F: 2; G: -4; H: 10; I: 10
> CCCCC(=O)Nc1ccc(N2CCN(S(C)(=O)=O)CC2)cc1
  A: 0; B: -28; C: 1; D: 0.6; E: 14; F: 7; G: -9; H: 11; I: -5
> CCOC(=O)CC[C@H](NC(=O)Cn1cnc(C(=O)Nc2ccc(C)c(C)c2)n1)C(=O)OCC
  A: 0; B: -2; C: 5; D: 2.2; E: .; F: 22; G: -4; H: -16; I: 14
> CC[C@]12c3[nH]c4cc(-c5ccco5)ccc4c3CCN1C(=O)[C@@H](CC(=O)NCCN1CCOCC1)C[C@@H]2C(=O)N1CCN(C(=O)C2CC2)CC1
  A: -10; B: 4; C: -2; D: -0.1; E: .; F: 6; G: 3; H: 0; I: 15
> O=C(O)COc1ccccc1/C=N/NC(=O)CSc1nnc(-c2ccc(Cl)cc2)n1C1CCCCC1
  A: 4; B: -9; C: -2; D: 2.1; E: -7; F: 15; G: 2; H: 23; I: 11
> COc1ccc(C(=O)/C=C/c2cn(CC(O)CN3CCN(C)CC3)c3ccccc23)cc1OC (configuration not stated)
  A: -12; B: -12; C: 1; D: 2.1; E: 19; F: 50*; G: 3; H: -10; I: 8
> COc1ccccc1N1CCN(C2CCN(C(=O)c3cc(OC)c(OC)c(OC)c3)CC2)CC1
  A: -2; B: -8; C: -1; D: 2.5; E: 0; F: -7; G: 10; H: 9; I: -10
> O=C(CSCc1cnn(-c2ccccc2)c1-n1cccc1)NCC1CCCO1 (configuration not stated)
  A: 3; B: -3; C: 0; D: 0.0; E: 6; F: 16; G: .; H: 11; I: -18
> C[C@H](CO)N1C[C@H](C)[C@@H](CN(C)S(=O)(=O)c2cccs2)Oc2ccc(NC(=O)NC3CCCCC3)cc2C1=O
  A: 1; B: -7; C: -2; D: 1.9; E: 8; F: 25; G: -2; H: 14; I: 11
> Cc1ccc(C(C)C)c(OCC(=O)NNC(=O)CC2OC(=O)c3ccccc32)c1 (configuration not stated)
  A: -6; B: 5; C: 2; D: -0.6; E: -1; F: 18; G: -6; H: 11; I: 11
> COc1cccc(OC)c1OCCN1CCCC1
  A: 8; B: 13; C: -4; D: -0.4; E: 12; F: 27; G: 19; H: 21; I: 9
> COc1cc(CNCCO)cc(Br)c1OCc1ccccc1
  A: -16; B: -4; C: 1; D: 0.4; E: 4; F: 2; G: 9; H: -5; I: -1
> Cc1ccc(C(=O)Nc2ccc3nccnc3c2)cc1
  A: 2; B: 3; C: -7; D: -5.3; E: -147; F: -70; G: -79; H: -90; I: -3
> O=C(CSc1nc(-c2ccccc2)cs1)N1CCN(C(=O)c2ccco2)CC1
  A: 2; B: 16; C: 1; D: 2.5; E: -11; F: 8; G: 17; H: -32; I: 24
> COc1ccc(OC)c(-n2cc3c(=O)n(C)c(=O)n(C)c3c2)c1
  A: -7; B: -18; C: -1; D: 0.9; E: -8; F: 22; G: 4; H: -3; I: 9
> CC(C)C1Oc2ccccc2N(CC(=O)N(Cc2ccncc2)Cc2ccco2)C1=O (configuration not stated)
  A: 1; B: 12; C: 1; D: -0.9; E: 5; F: -20; G: 14; H: -10; I: 2
> O=C(NNc1nc2ccccc2o1)c1ccccc1
  A: 7; B: -6; C: -8; D: -2.5; E: -49; F: -50; G: -28; H: -29; I: 8
> CCc1nnc(NC(=O)c2ccc(COc3ccccc3Cl)o2)s1
  A: 1; B: -7; C: -3; D: 0.0; E: -2; F: 12; G: -13; H: -5; I: 9
> Cc1n[nH]c(=S)n1/N=C/c1ccccc1OCc1ccc(Cl)cc1
  A: 30; B: -10; C: 11; D: 6.7; E: -34; F: 25; G: -54; H: -75; I: 44
> COCCn1c(C)nnc1SCC(=O)NNC(=O)c1ccc(Br)cc1
  A: 0; B: 3; C: -3; D: -0.6; E: 7; F: 31; G: 1; H: 18; I: 2

One compound at a time, as listed above.
Cc1ccc(C(=O)Nc2ccc3nccnc3c2)cc1 is listed as CXCR6 inh = 2; EBI2 block = 3; XBP1 UPR activ = -7; CHOP UPR activ = -5.3; Jurkat NFkB inh = -147; Mdm2-MdmX inh = -70; Gli-Sufu antag = -79; 697 NFkB inh = -90; CCR6 antag = -3
COc1cc(CNCCO)cc(Br)c1OCc1ccccc1 is listed as CXCR6 inh = -16; EBI2 block = -4; XBP1 UPR activ = 1; CHOP UPR activ = 0.4; Jurkat NFkB inh = 4; Mdm2-MdmX inh = 2; Gli-Sufu antag = 9; 697 NFkB inh = -5; CCR6 antag = -1

Continued.
Short keys: A = CXCR6 inh; B = EBI2 block; C = XBP1 UPR activ; D = CHOP UPR activ; E = Jurkat NFkB inh; F = Mdm2-MdmX inh; G = Gli-Sufu antag; H = 697 NFkB inh; I = CCR6 antag
> CN(C)c1ccc(/C=C2\N=C(c3ccc(Cl)c([N+](=O)[O-])c3)NC2=O)cc1
  A: 45*; B: 37; C: 18; D: 7.8; E: 5; F: 36; G: -18; H: 27; I: 63*
> COc1ccc(Cl)cc1-c1n[nH]c(=S)o1
  A: 7; B: -5; C: -1; D: -0.5; E: 1; F: 7; G: 5; H: 10; I: 5
> COc1cc(NC(=O)c2nccnc2C(=O)O)cc(OC)c1
  A: -1; B: -9; C: 2; D: -0.5; E: 11; F: 18; G: -1; H: -23; I: 8
> O=C(N/N=C/c1nn(-c2ccccc2)cc1-c1ccc(Cl)cc1)c1ccncc1
  A: .; B: .; C: 7; D: 1.2; E: -30; F: 40; G: .; H: -50; I: .
> O=C(CSc1ccc(-c2ccco2)nn1)NCc1ccc2c(c1)OCO2
  A: -8; B: 8; C: -2; D: -0.8; E: -3; F: -12; G: -25; H: 12; I: -9
> Cc1ccccc1N1CCN(C2CCCN(C(=O)CCN3CCCCC3=O)C2)CC1 (configuration not stated)
  A: 1; B: 13; C: -5; D: 1.4; E: -7; F: 6; G: -11; H: -16; I: 20
> Cc1ccc(C(=O)C[n+]2ccc(-c3nnc4n3CCC4)cc2)cc1
  A: -4; B: -4; C: -1; D: 3.7; E: 12; F: 7; G: -6; H: -17; I: 0
> CCCCN1C(N)=NC[C@@H]1CC1CCCCC1
  A: 0; B: 3; C: 1; D: -2.2; E: -20; F: 2; G: 10; H: -9; I: 12
> Cc1ccc(N(NC(=O)C(C)(C)O)C(=O)c2ccccc2)cc1C
  A: 6; B: -1; C: -4; D: 0.8; E: -15; F: -4; G: 2; H: -9; I: -8
> COc1ccc(NC(=O)c2ccc(C(=O)c3cc(OC)ccc3OC)cc2)cc1
  A: -5; B: 48*; C: -1; D: 2.6; E: -3; F: 19; G: -12; H: 10; I: 6
> OC(CN1CCCCC1)CN(c1ccccc1)c1ccccc1 (configuration not stated)
  A: 2; B: 6; C: 0; D: -0.9; E: -7; F: 17; G: 13; H: -12; I: -16
> COc1ccc(C(C(=O)NC2CCCCC2)N(C(=O)CCl)c2ccc(Cl)cc2)cc1 (configuration not stated)
  A: -2; B: 16; C: -4; D: 1.2; E: 76*; F: 100*; G: 85*; H: 92*; I: -4
> COC(=O)c1ccc(CSc2nc3c(cnn3-c3ccccc3)c(=O)[nH]2)o1
  A: 0; B: -3; C: 6; D: -0.5; E: 10; F: 7; G: 7; H: -12; I: -7
> CC(C)Oc1ccccc1-c1cc(C(=O)N/N=C/c2cccnc2)c2ccccc2n1
  A: 6; B: 7; C: -1; D: -0.6; E: 11; F: 29; G: -1; H: -3; I: 9
> COc1ccc(NC(=O)C2CCCN2C(=O)NCc2ccccc2)cc1 (configuration not stated)
  A: 4; B: 2; C: -4; D: 0.1; E: 4; F: 11; G: -2; H: 7; I: 6
> Cc1ccc(SCC(=O)N2CCCC2)cc1
  A: 1; B: 8; C: 3; D: 3.4; E: -4; F: 0; G: -22; H: -12; I: 0
> CC(=O)C1=C(O)C(=O)N(c2ccc(Br)cn2)C1c1ccc(Br)cc1 (configuration not stated)
  A: -2; B: 5; C: 2; D: 5.4; E: 5; F: 0; G: -26; H: -55; I: 7
> CCN(CC)c1nc(NNC(=O)c2ccccc2)nc(N(CC)CC)n1
  A: -15; B: -1; C: .; D: .; E: .; F: .; G: -2; H: .; I: 5
> O=C(COC(=O)c1ccc(Br)o1)Nc1cccc(S(=O)(=O)N2CCCCCC2)c1
  A: -2; B: 7; C: -1; D: 0.5; E: -7; F: -5; G: 1; H: -1; I: -8
> COc1cc(CN2CCN(c3ccccc3C)CC2)cc([N+](=O)[O-])c1O
  A: 15; B: 5; C: -1; D: 0.6; E: -14; F: 10; G: 1; H: 15; I: 17
> COc1ccc(C(=O)N2CCN(S(=O)(=O)c3ccc(Cl)cc3)CC2)cc1OC
  A: -1; B: 10; C: 1; D: 0.5; E: 9; F: -5; G: 2; H: 19; I: 0
> O=C(COc1ccc2ccccc2c1)N1CCN(C(=O)c2cccnc2)CC1
  A: -4; B: 78*; C: -2; D: -0.7; E: -10; F: 14; G: -3; H: 0; I: 5
> COCCn1cnnc1SCC(=O)Nc1cccc(S(=O)(=O)N2CCCCC2)c1
  A: 4; B: -3; C: -2; D: 0.3; E: 6; F: -12; G: -21; H: 13; I: 12
> C(=N\Nc1ncnc2ccccc12)/c1ccccc1
  A: -2; B: -8; C: -6; D: 1.4; E: -131; F: -43; G: -66; H: -147; I: 5
